DAX1 inh-1: inhibitors of human orphan nuclear receptor DAX1 (NR0B1). P51843. HEK293 Gal4-DAX1 luciferase reporter, luminescence. inhibition, % at 6.75 µM. hit rate 0.99% among 340,000. AID 504766;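 active = inhibition above the mean over all tested compounds plus 3 SD, cut at about 4.2% in these data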;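 note: 0% = DAX1-transfected cells with DMSO and 100% = empty-vector control cells with DMSO; inhibition shows as a rise in luminescence from relieved DAX1 repression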
ADAM17 inh: inhibits human ADAM17; P78536; recombinant ADAM17, EDANS/DABCYL FRET peptide cleavage; inhibition, % at 6.95 µM; hit rate 0.83% among 370,000; AID 720648;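 active = inhibition above the mean of compounds lying between control limits plus 3 SD, set per campaign, cut at about 8.5% in these data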;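 note: 0% = DMSO-only wells as the low control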
Target sequence (P78536 215-824 limits assumed): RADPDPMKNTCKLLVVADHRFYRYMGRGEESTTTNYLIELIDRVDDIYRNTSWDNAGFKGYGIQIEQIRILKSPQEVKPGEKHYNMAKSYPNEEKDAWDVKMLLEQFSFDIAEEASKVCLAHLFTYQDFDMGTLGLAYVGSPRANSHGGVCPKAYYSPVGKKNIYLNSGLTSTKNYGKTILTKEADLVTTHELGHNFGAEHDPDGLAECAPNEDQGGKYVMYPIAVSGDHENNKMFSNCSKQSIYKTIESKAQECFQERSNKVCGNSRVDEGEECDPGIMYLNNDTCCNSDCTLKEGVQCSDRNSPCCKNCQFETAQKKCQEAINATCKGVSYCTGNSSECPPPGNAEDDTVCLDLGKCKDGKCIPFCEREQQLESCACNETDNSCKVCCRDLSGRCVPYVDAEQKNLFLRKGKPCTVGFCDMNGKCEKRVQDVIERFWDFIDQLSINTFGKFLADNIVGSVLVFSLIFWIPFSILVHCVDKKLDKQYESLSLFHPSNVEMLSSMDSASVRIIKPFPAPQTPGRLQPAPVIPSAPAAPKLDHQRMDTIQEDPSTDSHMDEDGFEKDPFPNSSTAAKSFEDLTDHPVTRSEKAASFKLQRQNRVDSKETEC
hgDAF-12 ag: agonists of H. glycines DAF-12 nuclear receptor; HEK293 GAL4-hgDAF12 UAS-luciferase reporter, agonist luminescence; normalized to butyrate control; hit rate 1.8% among 370,000; activation, % at 6.8 µM;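 active = activation above a cutoff set at the mean of all screened compounds plus 3 SD, cut at about 10% in these data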;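 note: 0% = DMSO wells and 100% = sodium butyrate wells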
Rev-erbA mod: modulates human Rev-erb alpha binding to DNA; P20393; Rev-erbα–FITC-DNA binding, fluorescence polarization, 90 min; hit rate 0.79% among 370,000; activity, % at 10 µM;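 active = activity above about 14%, limit read from the data; passing the limit was not always enough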;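 note: 0% = DMSO wells with 35 nM protein and 100% = DMSO wells with 750 nM protein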
ssDAF-12 act: activators of S. stercoralis DAF-12 nuclear receptor; HEK293 ssDAF-12/GRIP1 lit1-tk-luc reporter, luminescence; % of 3 µM dafachronic acid response; activation, % at 6.8 µM; hit rate 1% among 370,000;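 active = activation above the mean over all tested compounds plus 3 SD, cut at about 0.9% in these data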;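 note: 0% = DMSO-only wells and 100% = 3 µM delta7-dafachronic acid wells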
SMARCA2 activ: increases SMARCA2 function in MMTV reporter cells | activation, % at 9.1 µM | AID 652017 | MG213 cells, MMTV-luciferase reporter, dexamethasone, overnight | hit rate 1% among 370,000; in the data active = activation above about 7.8%;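 note: 0% = vehicle wells and 100% = reference activator wells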
PLCg1 inh: blocks human PLC-gamma1 enzyme activity; hit rate 0.84% among 370,000; AID 720700; purified PLC-gamma1, fluorogenic substrate, fluorescence; inhibition, % at 12.2 µM; P19174; in the data active = inhibition above about 9.5%
PLCb3 inh: inhibitors of human phospholipase C beta3. hit rate 0.18% among 370,000. Q01970. Purified PLC-beta3, fluorogenic substrate, fluorescence. inhibition, % at 12.2 µM. AID 720704; in the data active = inhibition above about 11%;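 note: 0% = median of compound wells on plate and 100% = full blocker control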
DAX1 inh-2: blocks DAX1 repression of SF-1 activated StAR promoter; inhibition, % at 6.8 µM; HEK293T StAR-luciferase reporter, SF-1/DAX-1 repression relief; hit rate 1.1% among 370,000; AID 652010;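 active = inhibition above the mean over all tested compounds plus 3 SD, cut at about 3.6% in these data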;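 note: 0% = DAX-1 cells with DMSO and 100% = cells lacking DAX-1 with DMSO; higher inhibition means more luminescence from relief of DAX-1 repression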
hcDAF-12 act: activators of H. contortus DAF-12 nuclear receptor | hit rate 1.4% among 370,000 | activation, % at 6.8 µM | HEK293 hcDAF-12 lit1-tk-luc reporter, luminescence; 0% DMSO, 100% Δ7-dafachronic acid;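 active = activation above the mean of all tested compounds plus 3 SD, cut at about 5.5% in these data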;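 note: 100% = response to 3 µM Δ7-dafachronic acid high control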
MBD2 inh: blocks human MBD2 binding to methylated DNA; TR-FRET, MBD2 binding to methylated oligonucleotide; inhibition, % at 4.4 µM; hit rate 0.31% among 370,000; AID 686964; in the data active = inhibition above about 13%
Target sequence (Q9UBB5 whole entry, looked up): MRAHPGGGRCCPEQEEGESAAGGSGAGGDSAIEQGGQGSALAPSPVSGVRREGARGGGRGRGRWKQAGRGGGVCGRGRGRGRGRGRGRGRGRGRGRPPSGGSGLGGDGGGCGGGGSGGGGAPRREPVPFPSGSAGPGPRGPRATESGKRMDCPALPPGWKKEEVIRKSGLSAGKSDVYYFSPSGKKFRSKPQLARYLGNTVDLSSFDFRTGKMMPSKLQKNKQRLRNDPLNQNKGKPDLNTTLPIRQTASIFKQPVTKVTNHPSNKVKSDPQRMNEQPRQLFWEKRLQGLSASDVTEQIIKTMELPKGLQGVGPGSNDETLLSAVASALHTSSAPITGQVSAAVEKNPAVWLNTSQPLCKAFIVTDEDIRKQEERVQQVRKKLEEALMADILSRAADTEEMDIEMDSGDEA
The depositor's hits bear a star; nt = not tested or not shown; & = joins results of further samples; ! = not confirmed by another sample.

SMILES | DAX1 inh-1 | ADAM17 inh | hgDAF-12 ag | Rev-erbA mod | ssDAF-12 act | SMARCA2 activ | PLCg1 inh | PLCb3 inh | DAX1 inh-2 | hcDAF-12 act | MBD2 inh
COc1ccc(C2(C)NC(=O)N(CC(=O)NC3CC3)C2=O)cc1 (centres undefined) | -0.6 | -2.0 | 1.5 | 1.4 | -0.9 | 0.5 | 5.3 | 4.4 | -1.0 | -1.4 | 4.2
CC(C)(C)CC(C)(C)N=C1NS(=O)(=O)c2cc([N+](=O)[O-])ccc21 | -0.6 | 3.2 | -2.9 | -0.5 | -1.2 | -2.7 | 2.8 | 1.2 | -0.4 | -0.8 | -0.4
C[C@]1(C2CCCC2)Cc2cc(OCC(=O)O)c(Cl)c(Cl)c2C1=O | 0.2 | -3.2 | -1.6 | 13.2 | -1.6 | 0.5 | -1.8 | 1.2 | 0.7 | -0.9 | -1.3
Cc1nn(Cc2ccccc2)c(C)c1NC(=O)c1ccc([N+](=O)[O-])cc1[N+](=O)[O-] | 0.2 | -5.0 | -1.0 | 2.0 | -0.7 | -1.2 | 0.5 | 1.7 | -1.4 | 0.1 | 2.9
CN(/C(=N/S(=O)(=O)c1ccccc1)c1ccccc1)S(=O)(=O)c1ccccc1 | -2.0 | -4.1 | -2.1 | -2.7 | -1.2 | -1.9 | -0.6 | -0.9 | -0.3 | 0.6 | 2.0
CC(C)(C)c1ccc(C(=O)C=[N+]=[N-])cc1 | -0.4 | -0.1 | 0.4 | 3.5 | -0.9 | 6.0 | 2.1 | -1.8 | 0.8 | -0.4 | -2.5
COc1ccc(-n2nc(C(=O)NCC(=O)N3CCC(C)CC3)c3ccccc3c2=O)cc1 | -0.3 | -2.3 | 5.7 | -2.6 | 0.1 | 5.8 | -54.4 | -84.5 | 0.7 | 0.6 | -1.6
CN=C1SC(CC(=O)NCCc2ccc(OC)c(OC)c2)C(=O)N1C (centres undefined) | 0.6&0.5 | 5.5&-6.4 | 1.8&0.1 | -5.5&1.6 | -0.5&-0.9 | -6.1&-3.2 | 11.1*! | 12.7*! | 0.6&0.4 | -0.2&-0.8 | -1.5&2.2
COC(=O)C(F)(Sc1c(C)n(C)n(-c2ccccc2)c1=O)C(F)(F)F (centres undefined) | 1.5 | -2.8 | -1.1 | -3.4 | -1.8 | -1.9 | 2.6 | 0.4 | -0.2 | -0.9 | 9.2
CCOC(=O)C1CC2=C(CCCC2=O)N(Cc2ccccc2)C1=O (centres undefined) | 0.3 | -4.2 | -1.5 | -0.9 | -1.1 | 0.1 | 0.7 | -2.0 | -0.6 | -0.1 | 3.0
CCOC(=O)[C@]12CCCCC/C=C\1N(CCc1ccc(Cl)cc1)C(=O)[C@H]2CC(=O)NCCCCc1ccccc1 | nt | 7.6 | 0.1 | 3.9 | -0.8 | -0.9 | -4.5 | -4.4 | -1.9 | -2.4 | -1.2
COCc1cc(C)n(CC(=O)Nc2cc(C)cc(C)c2)c(=O)c1C#N | 0.2 | -14.6 | 3.5 | -2.4 | -0.5 | 1.2 | -2.8 | -1.5 | 0.7 | 0.7 | 1.6
COc1ccccc1CNC(=O)COC(=O)Cc1ccc(F)cc1 | -1.8 | -0.4 | -0.6 | -3.2 | -1.5 | -1.7 | -3.4 | -3.6 | 0.6 | -0.3 | -3.0
CC1CN(S(=O)(=O)c2cccc(C(=O)NCC(c3cccs3)N3CCOCC3)c2)CC(C)O1 (centres undefined) | 0.1 | -3.0 | -0.6 | -8.2 | -0.9 | -1.2 | -1.1 | -10.1 | 0.1 | -1.1 | 2.7
Cc1ccc(S(=O)(=O)/N=C(/Nc2c(C)n(C)n(-c3ccccc3)c2=O)c2ccccc2)cc1 | -2.1 | -2.2 | -1.9 | -0.5 | -1.4 | 0.7 | 0.1 | 1.2 | -0.7 | -0.7 | -0.9
CCOC(=O)N1CCN(C(=O)CS(=O)(=O)c2cn(Cc3ccccc3Cl)c3ccccc23)CC1 | 0.1 | -2.5 | 3.9 | 7.0 | -1.1 | -5.2 | -3.0 | -1.9 | 1.1 | -0.7 | 1.9
S=C(NCCc1ccccc1)N1CCN(C23CC4CC(CC(C4)C2)C3)CC1 | -0.1 | -0.6 | 1.4 | 0.8 | -1.1 | -2.7 | 0.2 | -2.1 | 0.7 | 0.1 | -2.9
N#CC1(NC(=O)COC(=O)c2cc(=O)[nH]c3ccccc23)CCCCC1 | -0.5 | -23.5 | 3.7 | -6.8 | -1.0 | 0.9 | -133.9 | -147.4 | 1.7 | 0.5 | -0.9
CC(CO)NS(=O)(=O)c1ccc(Br)cc1F (centres undefined) | 0.8 | -2.0 | -1.5 | -2.9 | 0.0 | 2.4 | 3.2 | -1.5 | -0.1 | 1.0 | -1.0
O=C(CCC1CCN(C(=O)c2cncs2)CC1)Nc1ccccc1 | 0.7 | -1.0 | -1.9 | -3.1 | 0.1 | -2.1 | -0.7 | -2.2 | 0.4 | -2.1 | -2.4
C[C@H](C(=O)N(C)c1ccccc1)[C@@H](O)c1ccc(Cl)cc1 | nt | -3.7 | 1.7 | 1.9 | -1.2 | -0.6 | 0.5 | 0.3 | -0.7 | -1.6 | -1.3
N#Cc1ccc(/C=N/NC(=S)Nc2ccc(S(=O)(=O)N3CCOCC3)cc2)cc1 | -1.0 | -4.4 | -1.6 | 3.8 | -1.1 | 1.0 | -5.9 | -18.2 | -0.2 | 0.1 | -3.9
COc1cc(C(=O)NCC2CCCO2)cc(Br)c1OCc1ccccc1 (centres undefined) | -0.7 | -2.4 | -2.7 | -0.7 | -1.8 | -2.1 | 2.5 | -1.5 | -3.1 | -2.2 | 0.4
CCCCCn1nc(-c2ccccc2)c2nc3ccccc3nc21 | -1.0 | -1.4 | 1.5 | -1.3 | -0.9 | 0.8 | -30.5 | -32.4 | -0.5 | 0.2 | -2.7
CCOC(=O)Cc1cc(-c2ccc(F)cc2)nc2ccc3ccccc3c12 | 0.1 | -3.5 | 2.1 | 8.3 | -0.2 | -2.3 | 0.6 | 2.8 | -0.3 | 2.8 | 1.8
Continuation:
SMILES | DAX1 inh-1 | ADAM17 inh | hgDAF-12 ag | Rev-erbA mod | ssDAF-12 act | SMARCA2 activ | PLCg1 inh | PLCb3 inh | DAX1 inh-2 | hcDAF-12 act | MBD2 inh
COc1cccc(-c2nnn(CC(=O)N(CC(C)C)C3CCS(=O)(=O)C3)n2)c1 (centres undefined) | -0.3 | -0.4 | 2.6 | 5.3 | -0.5 | -0.7 | -1.5 | -6.7 | 0.9 | -0.7 | -1.3
O=C(CSc1nc2[nH]ncc2c(=O)[nH]1)Nc1cc(C(F)(F)F)ccc1Cl | 0.8 | 2.3 | -0.4 | -4.2 | -1.5 | -3.6 | -4.5 | -5.0 | -0.9 | -0.2 | 2.1
O=C(Nc1cccc(C(F)(F)F)c1)c1csc([C@@H]2O[C@H](CO)[C@@H](O)[C@H]2O)n1 | nt | -2.5 | -3.0 | 6.3 | -1.2 | 0.6 | 3.4 | 4.0 | -0.5 | -3.2 | -0.8
CCc1ccc(N2C(=O)C(Cl)=C(N3CCOCC3)C2=O)cc1 | 0.1 | 0.4 | -1.1 | 5.6 | -0.9 | 4.1 | -2.4 | -0.5 | -1.1 | 1.0 | 2.1
Cn1cccc1C(=O)C(=O)Nc1cc(Cl)cc(Cl)c1 | 0.2 | -4.6 | 3.5 | -4.3 | -0.2 | 3.5 | 0.6 | 2.9 | 0.8 | -0.8 | 6.1
Nc1c([N+](=O)[O-])cc2c3c(cccc13)CC2 | nt | -0.7 | 2.3 | -3.0 | -1.4 | -1.7 | -0.3 | -1.7 | -0.5 | -0.5 | -8.0
Cc1cc(C)cc(OCC(=O)NNC(=O)c2cc3ccccc3o2)c1 | 0.0 | 1.8 | 0.2 | -0.3 | -0.7 | -2.1 | -3.4 | -0.7 | 0.2 | -1.3 | 2.6
CC(=O)Nc1ccc(S(=O)(=O)NCC2CCC(C(=O)NCCCN3CCCC3=O)CC2)cc1 (centres undefined) | 0.1 | -5.4 | 0.4 | -1.4 | -1.5 | 2.3 | -1.9 | 0.0 | -0.2 | -0.1 | 1.1
COc1ccc2nc(NC(=O)CSc3nc(C)cc(=O)[nH]3)sc2c1 | -1.3 | -4.0 | 2.9 | 0.9 | -0.2 | 0.6 | -4.2 | -333.6 | 1.7 | 1.8 | 2.6
Cc1ccc(S(=O)(=O)N2CCCCC2)cc1NC(=O)COC(=O)Cc1cccc2ccccc12 | -1.1 | 7.3 | -1.3 | 6.7 | -1.4 | 3.3 | -0.5 | 0.6 | -0.3 | 2.4 | -3.7
O=C(COC(=O)c1ccc2c(c1)OCCO2)Nc1ccccc1C(F)(F)F | 0.1 | 1.6 | 2.8 | -2.5 | -1.2 | -0.2 | 2.0 | 5.8 | 0.1 | 0.5 | -1.6
COc1cc(NC(=O)c2ccc(-c3cccc(F)c3)o2)ccc1NC(=O)c1ccccc1Cl | -0.3 | -3.5 | -1.3 | 4.1 | -1.4 | -1.1 | -15.5 | -25.3 | -0.6 | -1.8 | 4.8
COc1cccc(CN2CC(C(=O)NCc3ccc(C)o3)CCC2=O)c1 (centres undefined) | 3.2 | -1.9 | 5.0 | 1.4 | -0.3 | 2.8 | 4.2 | -5.5 | 0.1 | 0.1 | 2.9
COc1ccc(C(=O)C2CCCN(Cc3nc4ccccc4nc3C)C2)cc1OC (centres undefined) | 0.3 | 0.2 | -0.8 | -3.1 | 0.0 | 5.3 | -2.5 | -8.9 | 0.6 | 2.4 | 10.1
O=C(NCCc1ccncc1)Nc1ccc(Cl)cc1 | -1.4 | -0.3 | 1.1 | 2.4 | -0.8 | -3.1 | 4.5 | 7.0 | -1.2 | -0.4 | -4.0
O=C(NCc1cccnc1)c1csc([C@@H]2O[C@H](CO)[C@H](O)[C@H](O)[C@H]2O)n1 | nt | 0.3 | 1.3 | 0.5 | -0.9 | -1.5 | -1.1 | 2.6 | -0.2 | -0.6 | -0.1
CSCCC(NC(=O)c1ccco1)C(=O)N1CCC(C(N)=O)CC1 (centres undefined) | 4.0 | -3.9 | 0.0 | -6.8 | -1.1 | -1.4 | 2.6 | -1.0 | 1.6 | 0.4 | 1.1
CCOC(=O)[C@]12CCCCC/C=C\1N(Cc1ccc(OC)cc1)C(=O)[C@H]2CC(=O)N1CCC(c2ccccc2)CC1 | nt | 9.4* | -1.6 | 2.7 | -1.0 | -2.3 | 6.7 | 6.3 | -0.3 | 1.7 | -2.5
Cc1nc(=O)c(-c2ccccc2)c(C)n1-c1ccccc1Cl | nt | -3.9 | 0.3 | -1.8 | -1.1 | -2.7 | 0.9 | 0.8 | 0.4 | 0.1 | 2.1
CCN(C(=O)COC(=O)c1cc2c(s1)CCCCC2)C1CCS(=O)(=O)C1 (centres undefined) | 0.2 | -4.1 | -0.4 | 0.2 | -0.1 | -4.9 | 3.9 | -7.8 | 0.5 | -1.6 | 5.4
CC(=O)N[C@@H](Cc1c[nH]c2ccccc12)C(=O)OCC(=O)Nc1ccc2c(c1)OCO2 | -0.5 | -2.7 | -0.9 | -5.5 | -0.7 | -1.6 | 2.5 | -2.0 | -7.2 | -0.6 | -3.3
CCc1nc(CN2CCN(Cc3ccc(F)c(F)c3)C(CCO)C2)c(C)[nH]1 (centres undefined) | -2.0 | -7.0 | 3.8 | 0.2 | -1.5 | -2.8 | -7.3 | -6.4 | 0.4 | 0.0 | 4.5
